Source: PubChem
Anthrax LF inh2 = blocks Bacillus anthracis lethal factor protease | P15917 | multiplex microsphere protease cleavage assay, LF | inhibition, % at 10 µM | 360,000 tested, 0.12% active | AID 588501; also: plate controls were buffer without enzyme for full effect and enzyme alone for no effect
Target sequence (P15917 whole entry, looked up): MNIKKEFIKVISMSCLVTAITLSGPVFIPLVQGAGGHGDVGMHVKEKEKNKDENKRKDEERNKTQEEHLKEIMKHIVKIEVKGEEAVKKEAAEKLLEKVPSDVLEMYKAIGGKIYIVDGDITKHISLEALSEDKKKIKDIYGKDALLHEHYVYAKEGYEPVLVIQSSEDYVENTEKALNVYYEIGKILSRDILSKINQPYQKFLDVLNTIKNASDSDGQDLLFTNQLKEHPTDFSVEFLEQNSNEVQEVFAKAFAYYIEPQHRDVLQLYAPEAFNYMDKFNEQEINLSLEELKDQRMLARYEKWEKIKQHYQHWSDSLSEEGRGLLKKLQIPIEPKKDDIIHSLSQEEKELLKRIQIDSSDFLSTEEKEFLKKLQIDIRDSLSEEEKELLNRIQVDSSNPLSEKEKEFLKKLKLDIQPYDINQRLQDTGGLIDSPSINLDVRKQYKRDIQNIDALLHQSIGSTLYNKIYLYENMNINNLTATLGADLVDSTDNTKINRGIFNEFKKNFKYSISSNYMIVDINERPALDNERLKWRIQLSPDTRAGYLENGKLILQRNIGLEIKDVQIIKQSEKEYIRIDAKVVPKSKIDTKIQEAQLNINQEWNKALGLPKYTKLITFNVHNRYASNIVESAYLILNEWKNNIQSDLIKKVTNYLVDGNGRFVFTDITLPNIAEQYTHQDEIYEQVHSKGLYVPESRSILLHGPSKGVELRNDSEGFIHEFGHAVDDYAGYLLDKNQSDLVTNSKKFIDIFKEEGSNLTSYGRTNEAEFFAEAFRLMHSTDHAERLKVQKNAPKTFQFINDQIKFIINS
Yp Topo-I inh = blocks Yersinia pestis topoisomerase I activity | 360,000 tested, 0.064% active | activity, % at 10 µM | Y. pestis Topo-I cleavage product accumulation, plate reader; in the data active = activity above about 50%, passing the limit was not always enough; inconclusive = no clear call, values can overlap the other calls; also: inactives centre near 2
BoNT-A LC inh2 = inhibitors of Botulinum neurotoxin A light chain protease; multiplex microsphere protease substrate cleavage, flow cytometry; inhibition, % at 10 µM; 360,000 tested, 0.17% active; also: plate controls were buffer without enzyme for full effect and enzyme alone for no effect
DUSP3 inh = inhibitors of human VHR1 phosphatase (DUSP3) | 290,000 tested, 0.52% active | recombinant VHR phosphatase, pNPP absorbance | inhibition, % at 13.3 µM | P51452; in the data active = inhibition above about 50%; also: some compounds called inactive have numbers as strong as hits
Target sequence (P51452 whole entry, looked up): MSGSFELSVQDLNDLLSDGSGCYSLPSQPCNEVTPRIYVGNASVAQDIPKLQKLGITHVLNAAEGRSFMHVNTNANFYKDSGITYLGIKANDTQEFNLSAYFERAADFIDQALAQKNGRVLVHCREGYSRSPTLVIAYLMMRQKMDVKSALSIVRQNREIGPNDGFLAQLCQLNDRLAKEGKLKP
3CLpro inhibitor = SARS-CoV 3CLpro protease inhibition; P0C6X7; AID 1706; 290,000 tested, 0.14% active; recombinant SARS-CoV 3CLpro, quenched FRET peptide cleavage; inhibition, % at 6 µM; in the data active = inhibition above about 12%
PfHsp40 rescue = restores yeast growth despite PfHsp40 toxicity. growth rescue, % at 12.5 µM. 340,000 tested, 0.68% active. S. cerevisiae expressing PfHsp40, growth rescue, ATP luminescence. AID 504582; in the data active = growth rescue above about 28%, passing the limit was not always enough; inconclusive = no clear call, values can overlap the other calls;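 also: yeast W303a lacking pdr1 and pdr3 grown in galactose medium; growth measured after three days at 30 °C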
BH1578 lux ind = inducers of Vibrio cholerae quorum light production without autoinducers; V. cholerae BH1578 lux reporter, luminescence, 6 h; 350,000 tested, 0.16% active; activation, % at 18.7 µM; in the data active = activation mostly above about 9.7%, no sharp cut-off; inconclusive = no clear call, values can overlap the other calls; inactive = mostly below about 3.7%; also: not every result past the cut was called active; inactives centre near 0; reference of the scale not given here
CCHF vOTU inh = blocks the CCHF virus ovarian tumor domain protease; CCHFV vOTU protease, Pep-AMC fluorescence; inhibition, % at 11.5 µM; 370,000 tested, 0.55% active; in the data active = inhibition above about 30%; also: 0% = vehicle wells with enzyme and 100% = no enzyme wells
TcdB inh = inhibitors of Clostridioides difficile toxin B glycohydrolase; 350,000 tested, 0.24% active; inhibition, % at 9.99 µM; AID 652162; TcdB glycohydrolase enzymatic assay, plate reader; P18177; in the data active = inhibition above about 10%
PriA SSB inh = blocks PriA binding to SSB C-terminal tail | AlphaScreen SSBct-PriA binding, biotinylated peptide | inhibition, % at 33 µM | AID 1272365 | 430,000 tested, 0.6% active; in the data active = inhibition mostly above about 37%, no sharp cut-off; inactive = mostly below about 20%;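 also: plate controls were negative control peptide for no effect and reference peptide for full effect; strong numbers were not always called active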
* marks the source's active call; other numbers are inactive results; i = inactive; ? = inconclusive; / = no result given; & = joins results of further samples. Rule as the data show it, unless noted: active = inhibition above about 30%; inconclusive = no clear call, values can overlap the other calls; inactive = below that. Only part of the results is shown, so the mix of outcomes need not match the whole.

Second line of a record: Yp Topo-I inh	BoNT-A LC inh2	PriA SSB inh	DUSP3 inh	Anthrax LF inh2	CCHF vOTU inh	TcdB inh	PfHsp40 rescue	3CLpro inhibitor	BH1578 lux ind
CCCc1cc(=O)n2[nH]c(C)c(-c3ccccc3)c2n1
→ -8	-0.1	-6&6	-10	-5	-2	/	1.5	-2	-0.6
CN1CCC(N2CCCC(C(=O)O)C2)CC1 (stereo not drawn)
→ 11	0.4	-7	27	4	-12	/	-2.0	2	i
Cc1cc(=O)oc2c3c(cc(OCC(=O)NCC(O)c4ccccc4)c12)OC(C)(C)CC3 (stereo not drawn)
→ 2	-0.8	/	/	-9	-28	0.3	/	/	-0.5
O=C(COc1ccc(Cl)cc1)N1CCN(C(=O)c2cccs2)CC1
→ 3	0.9	0	20	-3	11	0.8	0.4	-1	1.4
O=C(Nc1cccc(Cl)c1)c1ccc2c(c1)SC1=NS(=O)(=O)CCN12
→ -3	-0.4	-8	21	-1	-2	-0.2	-0.7	-1	-0.3
CCc1cc(C(=O)NCC2CCCO2)sc1C (stereo not drawn)
→ 9	-1.6	-16	4	-2	-10	0.7	-0.9	-3	-3.6
CC(C)CC1C(C#N)=C(N)Oc2n[nH]c(-c3cccs3)c21 (stereo not drawn)
→ 34	1.0	-2	20	-22	10	/	-0.7	-2	-0.5
COc1ccc(CCNC2(C#N)CCCCC2)cc1OC
→ -1	-0.6	/	/	-3	2	0.0	/	/	-0.3
COc1cc(NC(=S)Nc2ncccc2C)cc(OC)c1OC
→ -8	0.3	0	-13	-2	9	0.9	-0.3	6	i
CCCC(c1c(C)n(C)n(-c2ccccc2)c1=O)c1c(C)n(C)n(-c2ccccc2)c1=O
→ 7	0.5	-10	8	1	-2	/	0.1	0	-5.0
COc1ccc(C(=O)N2CCN(C(=O)C3COc4ccccc4O3)CC2)cc1OC (stereo not drawn)
→ 0	-3.8	2	16	1	16	-0.4	1.0	5	1.0
Clc1ccc(CSc2nnc3c(n2)[nH]c2ccccc23)cc1
→ 0	-1.3	-13	10	-3	-1	0.7	-1.8	0	i
CN(CC(=O)Nc1ccccc1Cl)C(=O)COC(=O)CN1C(=O)NC2(CCCC2)C1=O
→ -11	-2.0	-6	16	0	19	1.2	-0.4	-3	-0.1
Cn1c(O)c(C=NC2CCN(Cc3ccccc3)CC2)c(=O)n(C)c1=O
→ 0	0.1	-15	/	-5	-18	0.8	-0.2	/	-0.2
ClCCN1CCN(c2ccnc3cc(Cl)ccc23)CC1
→ 10	3.1	5	12	-5	-8	-0.1	0.6	3	i
CC(=O)N1CCN(CCN=CC2=C(O)CC(c3cccs3)CC2=O)CC1 (stereo not drawn)
→ 1	-0.6	-16	10	-6	11	/	1.0	-7	-0.2
COc1ccc(NC(=O)c2cc3cc(C)ccc3n2C)c(OC)c1
→ 2	2.7	-15	-11	4	2	0.3	-0.3	1	-0.3
Cc1ccc(-c2nnc(-c3cccnc3)o2)cc1
→ 0	5.1	-19	/	7	6	1.0	0.6	2	i
O=C(Nc1cccc(F)c1)c1ccc(Cn2cc([N+](=O)[O-])cn2)o1
→ 10	-0.6	-18	8	3	-6	2.2	-0.9	-4	i
Cc1ccc(C(=O)C2=C(O)C(=O)N(CCCN(C)C)C23C(=O)N(C)c2ccccc23)o1 (stereo not drawn)
→ -3	-3.8	5	18	-6	4	/	-0.9	/	-0.4
Cc1ccc(NC(=S)N/N=C/c2cccn2Cc2ccccc2F)cc1
→ 9	-2.0	/	15	7	2	-2.3	?	0	-2.0
Cc1cccc(NC(=O)CSc2nc3c(c(=O)[nH]2)CCC3)c1C
→ 6	0.5	-8	13	1	-11	/	-0.3	-3	-0.7
O=[N+]([O-])c1ccc(CSc2nnc(-c3cnccn3)o2)cc1
→ -3	-2.0	1	-30	3	7	/	1.0	-2	i
O=c1cc(N2CCC(Cc3ccccc3)CC2)[nH]c(=O)n1C1CCCCC1
→ -3	0.0	6&-14	8	1	3	/	15	4	/
O=S(=O)(CCSc1ccccn1)c1nc2ccccc2s1
→ -1	-1.2	-9	2	3	-5	2.6	59*	3	i
O=C(/C=C/c1c(F)cccc1Cl)Nc1nn[nH]n1
→ -1	-1.2	0	18	-4	3	1.7	1.6	0	-0.6
CCOCCCNC(=O)C1CCCCN1S(=O)(=O)c1ccc(F)cc1 (stereo not drawn)
→ 4	-0.3	-21	21	-4	-2	/	-0.1	3	0.0
COc1ccc2c(CC(=O)OCC(=O)c3ccccc3OC)coc2c1
→ -4	0.3	-25	2	-1	19	/	3.3	0	i
CC(C)[C@H](CN1CCC[C@H]1CN1C(N)=NC[C@@H]1Cc1ccccc1)N1C[C@@H](Cc2ccccc2)N(CCc2ccc(Cl)c(Cl)c2)C1=N
→ -7	0.0	24	/	-9	/	/	35*	/	i
CCOc1cc(N2CCOCC2)c(OCC)cc1NC(=O)CSc1nccc(C)n1
→ 9	-0.2	0	-5	-3	8	-1.1	1.1	0	i
Cc1onc(-c2ccccc2Cl)c1C(=O)OCC(=O)c1ccc2c(c1)OCCO2
→ 21	1.7	-14	15	-2	-3	/	2.1	-1	i
Cc1ccc(C)c(CN2CCN(c3ncccn3)CC2)c1
→ 4	-0.2	-11	11	25	5	1.6	0.2	-1	-0.7
CNCCOCC(O)CSc1ccccc1 (stereo not drawn)
→ 2	0.9	-5	10	-3	14	/	0.1	-2	i
Cc1c(C(=O)/C=C/N(C)C)nnn1-c1ccc(Cl)c(Cl)c1
→ 3	2.1	-6	9	14	-2	0.5	?	-1	-1.0
CCOC(=O)COc1nc(-c2ccco2)cc(-c2ccco2)c1C#N
→ -5	/	-8	0	/	-124	0.0	-1.7	2	-0.2
CCSCCOC(=O)C1=C(C)NC(=O)NC1c1cc(OC)ccc1OC (stereo not drawn)
→ -10	0.7	-9	12	0	3	/	0.4	4	-1.0
COc1ccc(NC(=O)CC(C)C)c([N+](=O)[O-])c1
→ -9	1.8	12	11	-2	-2	1.8	-1.8	-3	i
COc1ccc(S(=O)(=O)n2nc(OCc3cccs3)cc2N)cc1
→ 8	-0.1	3	3	6	1	1.8	0.0	0	-0.5
O=C(NCCCN1CCOCC1)c1nn(-c2ccccc2)c(=O)c2ccccc12
→ -2	-5.5	1	/	-7	-4	-0.5	-1.6	/	-1.4
Cc1ccc(N2C(=O)c3sc4nnc(C)c(=O)n4c3C2=O)cc1
→ 0	?	-4	-2	-12	13	0.7	0.7	-2	-2.6
O=C(Nc1ccc(Cl)cc1)c1cccnc1N1CCCCC1
→ 4	?	-16	4	-1	2	/	-0.5	0	-0.2
N=C(N)c1ccccc1
→ 0&0	-0.8&0.4	-5	3	-9&-7	-1&-3	0.3&1.4	?	/	0.8
Oc1ccccc1-n1nc2ccc3nonc3c2n1
→ -7	-0.3	-15	-13	0	7	-1.3	-1.5	1	-0.3
NC(c1ccccc1)c1csc(NC(=O)Nc2cccc(Cl)c2)n1 (stereo not drawn)
→ -11	-0.5	/	/	-6	17	1.8	/	/	-0.9
CC(=O)N1C(C)(C)CC(=NOC(=O)c2ccc(C)cc2)CC1(C)C
→ 4	-0.5	-19	7	-2	-4	1.8	0.2	-1	-0.3
COc1ccc(C(=O)Nc2cccnc2Cl)cc1OC
→ -3	0.8	-13	-7	10	-11	0.5	0.5	1	i
O=C(Nc1ccc(S(=O)(=O)NC2=NCCCCC2)cc1)c1cc(S(=O)(=O)N2CCOCC2)ccc1F
→ 8	2.3	-7	15	0	15	1.7	0.5	0	-1.0
COc1ccc(-c2nc(CN3CCC(C(=O)NC4CCN(Cc5ccccc5)CC4)CC3)c(C)o2)cc1OC
→ -5	-1.2	-16	-2	2	-9	0.3	0.7	-1	i
CCCCN(C(=O)C1CC(=O)N(Cc2ccc(C)cc2)C1)c1c(N)n(CCCC)c(=O)[nH]c1=O (stereo not drawn)
→ 3	2.5	-5	/	8	-9	1.0	-1.6	/	0.6
Cc1cc([N+](=O)[O-])ccc1NC(=O)c1ccco1
→ -2	-0.8	-2	-4	-3	-3	0.5	0.0	0	-0.3
CC(C)(CSc1ncccn1)NS(=O)(=O)c1ccccc1
→ 4	0.8	-4	6	4	6	0.1	-2.3	4	i
Cc1ccc2nc(C)cc(N/N=C/c3ccc(F)cc3)c2c1
→ 3	-0.8	/	29	-7	-22	-0.6	-0.3	1	-0.2
Cc1nn(-c2ccccc2)c(Cl)c1C(=O)Nc1c(C)n(C)n(-c2ccccc2)c1=O
→ 1	-0.3	-11	8	-1	-14	2.1	-1.3	0	-0.3
O=C(c1ccc(Cl)cc1Cl)N1CCSCC1
→ -6	-1.0	-1	1	-9	-5	0.7	-2.0	2	i
CCc1cc(C=C(Cl)Cl)oc(=O)c1C
→ -5	-0.6	3	15	-5	/	-0.3	0.1	-1	i
Cc1ccc(N)c(C(=O)c2ccc(Br)cc2)c1
→ 3	-0.9	43	-5	-1	-4	2.6	6.6	7	-0.5
COc1cccc(C(=O)C(C#N)=C(SC)SC)c1
→ 7	-0.2	-4	10	-3	1	0.5	0.0	-3	-0.7
CC(C)OC(=O)C1C2C=CC3(CN(Cc4cccs4)C(=O)C13)O2 (stereo not drawn)
→ 1	-0.3	-22	43	-2	14	/	1.0	-3	-4.8
COc1cc(OC)c(OC)cc1CN1CCC(O)CC1
→ -6	0.7	1	-23	-2	-14	0.5	-0.2	5	3.1
CC(=O)c1sc(NC(=O)CS(=O)(=O)c2ccc(F)cc2)nc1C
→ 2	-0.1	-28&-7	/	0	9	-1.6	-0.3	/	28*

Limited to Anthrax LF inh2, for 2 of the compounds above:
structure | Anthrax LF inh2
COc1ccc(C(=O)N2CCN(C(=O)C3COc4ccccc4O3)CC2)cc1OC (stereo not drawn) | 1
Clc1ccc(CSc2nnc3c(n2)[nH]c2ccccc23)cc1 | -3

(more compounds)
Second line of a record: Yp Topo-I inh	BoNT-A LC inh2	PriA SSB inh	DUSP3 inh	Anthrax LF inh2	CCHF vOTU inh	TcdB inh	PfHsp40 rescue	3CLpro inhibitor	BH1578 lux ind
C#CCOC(=O)c1ccccc1C(=O)O
→ 15	0.1	-6	13	1	13	/	0.5	-2	i
O=C(Nc1ccccn1)c1ccc(Cl)c(S(=O)(=O)N2CCCCCC2)c1
→ 4	/	-15&8	/	/	4	0.3	1.4	/	-0.7
COc1ccc(S(=O)(=O)N2CCCOC2CNC(=O)C(=O)NCc2ccco2)cc1 (stereo not drawn)
→ 2	-0.2	4	2	0	4	0.8	-0.9	-1	3.2
COc1ccc(-n2nc(C(=O)NCC(=O)NC(C)C)c3ccccc3c2=O)cc1OC
→ 9	-3.4	5	18	-2	-4	1.3	1.7	2	i
Cc1ccc2cc(CCNC(=O)c3cccc([N+](=O)[O-])c3)c(=O)[nH]c2c1C
→ 2	-0.1	4	6	-3	17	/	1.3	2	-0.7
O=C(NCC1CCC(C(=O)O)CC1)OCc1ccccc1 (stereo not drawn)
→ -5	-0.2	8	40	-2	10	0.8	-0.5	-9	-0.3
COc1cccc(CC2(CO)CCCN(C(=O)c3cc[n+]([O-])cc3)C2)c1 (stereo not drawn)
→ -10	-0.8	-14	28	-2	2	1.1	-1.6	-5	0.8
COc1ccc(CN2CCC(n3nccc3NC(=O)c3ccc4c(c3)OCO4)CC2)cc1C
→ 2	-0.8	3	52*	-5	0	1.6	-0.3	-6	-0.3
Cc1ccc(-n2c(=O)[nH]cc(C(=O)Nc3ccc4c(c3)OCCO4)c2=O)cc1
→ 3	-0.3	-2	-19	-9	-13	/	-1.1	-2	0.4
OCc1cn(-c2ccccc2)nc1-c1ccco1
→ -12	-0.9	-1	47	-3	-9	/	0.5	-4	i
